SIAE primary = blocks human sialic acid acetylesterase; SIAE FP-Rh probe binding, fluorescence polarization; actives 0.69% (n = 370,000); inhibition, % at 9.66 µM;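 active means inhibition above a cutoff: mean of compounds within the control limits plus 3 SD of those, cut at about 17% in these data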;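 further: 0% = plate median of compound wells and 100% = probe without SIAE protein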
Target sequence (Q9HAT2 whole entry, looked up): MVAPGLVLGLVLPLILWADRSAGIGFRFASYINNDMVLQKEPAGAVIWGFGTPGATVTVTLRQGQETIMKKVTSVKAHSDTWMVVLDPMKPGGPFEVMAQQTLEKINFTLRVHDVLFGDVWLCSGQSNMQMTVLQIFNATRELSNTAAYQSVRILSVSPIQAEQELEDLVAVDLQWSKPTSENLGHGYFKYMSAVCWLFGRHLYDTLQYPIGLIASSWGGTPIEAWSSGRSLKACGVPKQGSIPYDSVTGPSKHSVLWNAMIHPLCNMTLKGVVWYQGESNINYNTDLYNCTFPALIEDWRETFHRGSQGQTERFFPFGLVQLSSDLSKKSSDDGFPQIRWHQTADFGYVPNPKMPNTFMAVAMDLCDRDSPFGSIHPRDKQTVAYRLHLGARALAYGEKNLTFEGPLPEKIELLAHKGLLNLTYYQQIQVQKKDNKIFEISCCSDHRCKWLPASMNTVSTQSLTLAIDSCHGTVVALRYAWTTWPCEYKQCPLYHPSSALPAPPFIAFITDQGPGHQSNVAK
HTRA1 inh = HTRA1 (human) protease inhibition; recombinant HTRA1, FP-rhodamine activity-based probe, fluorescence polarization; inhibition, % at 5.96 µM; Q92743; actives 0.5% (n = 340,000); AID 504803; in the data active means inhibition above about 36%;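 further: 0% = enzyme with DMSO and 100% = wells lacking enzyme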
LEDGF integ inh = blocks HIV-1 LEDGF/p75-dependent DNA integration; inhibition, % at 3.7 µM; actives 0.64% (n = 370,000); TR-FRET IN-LEDGF/p75 DNA integration, Eu/Cy5;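 active means inhibition above the screen-wide mean plus 3 SD, cut at about 13% in these data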;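 further: signal is the Cy5 over europium emission ratio at 671 and 618 nm; 0% = plate median of compound wells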
TCR CD3 inh = human TCR-CD3 binding inhibition | AID 651800 | TAMRA-labeled TCR probe fluorescence, biochemical | actives 0.37% (n = 360,000) | inhibition, % at 9.4 µM; in the data active means inhibition above about 19%;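 further: recombinant mutant TCR 2C K166C tagged with TAMRA read by polarization; 0% = receptor in buffer alone and 100% = receptor with positive control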
TDP2 inh = TDP2 (human) inhibition, absorbance primary screen; O95551; recombinant TDP2, T5PNP hydrolysis, p-nitrophenol absorbance 415 nm; inhibition, % at 12.8 µM; actives 0.34% (n = 370,000); AID 720702;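 active means inhibition above the mean of all tested compounds plus 3 SD, set per campaign, cut at about 25% in these data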;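 further: 0% = DMSO with enzyme and 100% = buffer with substrate but no TDP2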
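Test system: human TDP2 enzyme; Input: 120 nM TDP2 per well; Buffer or medium: Mg2+-containing Tris-HCl buffer, pH 7.5; Reagent: 5 mM T5PNP; Dosing: 12.8 µM single point, 1% DMSO; Incubation: reaction 2 h, 37 °C; Detection: p-Nitrophenol epi absorbance; Read-out: % inhibition relative to enzyme-containing and enzyme-free wells; Replicates: single well per compound.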
PRMT1 FP inh = blocks human protein arginine methyltransferase 1 | actives 1.3% (n = 370,000) | recombinant PRMT1, activity-based probe fluorescence polarization | inhibition, % at 2.79 µM | AID 652257 | Q99873;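 active means inhibition above about 21% made by adding two undisclosed values, limit read from the data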
ABHD4 inh = inhibitors of mouse ABHD4 | purified mABHD4, FP-Rh probe fluorescence polarization | inhibition, % at 8.92 µM | actives 0.54% (n = 370,000);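 active means inhibition exceeding the mean over every tested compound plus 3 SD, cut at about 30% in these data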;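 further: 0% = plate median of compound wells and 100% = S159A mutant with DMSO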
Target sequence (Q8VD66 whole entry, looked up): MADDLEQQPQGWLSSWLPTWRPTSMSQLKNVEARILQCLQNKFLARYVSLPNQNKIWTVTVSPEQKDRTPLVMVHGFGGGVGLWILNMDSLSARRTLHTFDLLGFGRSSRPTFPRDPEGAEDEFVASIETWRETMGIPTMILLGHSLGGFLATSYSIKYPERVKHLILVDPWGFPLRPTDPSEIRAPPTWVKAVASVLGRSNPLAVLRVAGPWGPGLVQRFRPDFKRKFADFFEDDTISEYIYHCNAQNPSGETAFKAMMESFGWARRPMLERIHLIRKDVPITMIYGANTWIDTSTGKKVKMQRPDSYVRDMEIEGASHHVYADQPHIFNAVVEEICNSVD
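Assay system: mABHD4 protein; medium: HEPES pH 7.0, NaCl, Pluronic buffer; dosing: 8.92 µM, single dose; schedule: 45 min + 60 min at 25 °C; signal: FP readout, ex 525 nm / em 598 nm; read-out: normalized percent inhibition of probe labeling; repeats: single replicate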
MBD2 inh = inhibitors of human MBD2 binding to methylated oligonucleotide | inhibition, % at 4.4 µM | TR-FRET | actives 0.31% (n = 370,000) | Q9UBB5; in the data active means inhibition above about 13%
rCAG RNA binder = molecules binding r(CAG) RNA repeats | inhibition, % at 3 µM | AID 651821 | r(CAG) RNA repeat, TO-PRO-1 dye displacement fluorescence | actives 1.3% (n = 370,000);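 active means inhibition above the plate cutoff, the mean of all test compounds on that plate plus 3 SD, cut at about 35% in these data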;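 further: 0% = DMSO alone and 100% = 100 µM mitoxantrone as full dye displacement; higher means more dye released from RNA so lower well fluorescence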
GC-B act = GC-B (human) receptor activation. activation, % at 10 µM. HEK293-GC-B cells, CNP EC30, cGMP TR-FRET; 0% at EC30 CNP, 100% saturating CNP. P20594. AID 1920062. actives 0.11% (n = 370,000);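 active means activation at 10 µM reaching about 35% in either raw or pattern-adjusted values, limit read from the data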
An asterisk follows results filed as active; x = no result given. These rows are one share of the data. The share of hits here may be higher or lower than overall.

Short keys – A = SIAE primary; B = HTRA1 inh; C = LEDGF integ inh; D = TCR CD3 inh; E = TDP2 inh; F = PRMT1 FP inh; G = ABHD4 inh; H = MBD2 inh; I = rCAG RNA binder; J = GC-B act
COc1ccc(-c2nn(-c3ccccc3)cc2C(=O)NC2CCC(C)CC2)cc1 (stereo not given)
  A: 7	B: -2	C: -3	D: 6	E: 0	F: -1	G: -1	H: 3	I: 0	J: 2

COC(=O)CSc1ccc(S(=O)(=O)N2CCCCCC2)cc1[N+](=O)[O-]
  A: 3	B: -3	C: 4	D: 7	E: 10	F: 14	G: 2	H: 0	I: -8	J: -8

CCC1CCC(NC2CCCCNC2=O)CC1 (stereo not given)
  A: 0	B: 0	C: 2	D: -2	E: 7	F: 3	G: 4	H: 2	I: 1	J: -1

C/C(=N\N=C(/N)c1nonc1N)c1ccc2c(c1)OCO2
  A: 2	B: 3	C: -1	D: 2	E: 7	F: -4	G: -1	H: -5	I: -2	J: 0

O=C(CSc1ccccc1)Nc1cc(S(=O)(=O)N2CCOCC2)ccc1N1CCOCC1
  A: -7	B: 4	C: -1	D: 0	E: 7	F: -2	G: 0	H: 4	I: -2	J: 1

O=C(O)C(CC1CCCCC1)N1CCS(=O)(=O)CC1 (stereo not given)
  A: 2	B: -2	C: -2	D: -4	E: 3	F: 2	G: 0	H: -1	I: 1	J: 1

COC(=O)c1ccc(N)c(CS(=O)(=O)c2ccc(Cl)cc2)c1
  A: -4	B: -1	C: 0	D: 5	E: 18	F: 0	G: 0	H: 1	I: -2	J: -5

CCOC(=O)c1ccc(Nc2cc3ccccc3c(=O)[nH]2)cc1
  A: 11	B: 15	C: 16*	D: 3	E: 45*	F: 6	G: 16	H: -4	I: 25	J: -7

COc1ccc(NS(=O)(=O)c2cc(NC(=O)c3cnccn3)ccc2OC)cc1Br
  A: -14	B: -10	C: -2	D: -6	E: -9	F: 5	G: -1	H: -4	I: 9	J: -2

CC(=O)OC1C2CCC1C([N+]1(C)CCCCC1)CC2 (stereo not given)
  A: 10	B: -7	C: 2	D: 8	E: 0	F: -3	G: -1	H: -4	I: -3	J: 6

Nc1c([N+](=O)[O-])cc(-c2cnc[nH]2)cc1[N+](=O)[O-]
  A: -3	B: -3	C: 2	D: 0	E: -7	F: -1	G: -1	H: -20	I: -1	J: -6

CCN(CC)c1ccc(NC(=O)CN2CCN(c3nc(C)cc(C)n3)CC2)cc1
  A: 4	B: 3	C: -2	D: 3	E: -3	F: 0	G: 7	H: -8	I: -13	J: -6

CCCCC(=O)Nc1cccc(NC(=O)CC)c1
  A: -5	B: 3	C: 25*	D: -8	E: 9	F: 10	G: -8	H: 7	I: 2	J: 3

O=C(O)[C@@H]1CCCN1S(=O)(=O)c1cccc(S(=O)(=O)N2CCC[C@H]2C(=O)O)c1
  A: 8	B: -2	C: 2	D: -6	E: 4	F: 0	G: 7	H: 0	I: 8	J: 4

CC(C)CCNC(=O)c1cccc(S(=O)(=O)N2CCc3ccccc32)c1
  A: -1	B: -17	C: 2	D: -6	E: -9	F: 2	G: -18	H: 3	I: 5	J: -18

Cc1ccc(NC(=O)CSc2nccn2C)cc1S(=O)(=O)N1CCOCC1
  A: -3	B: -1	C: 0	D: 7	E: 5	F: -1	G: -6	H: -4	I: 0	J: 7

O=C(COc1ccc2ccc(=O)oc2c1)Nc1c(Cl)cccc1C(F)(F)F
  A: 1	B: -3	C: -2	D: 3	E: -2	F: 2	G: -2	H: 2	I: -3	J: 2

O=C(Cc1ccc(Cl)cc1)NNC(=S)NC(=O)c1cccnc1
  A: 1	B: 2	C: 0	D: 6	E: -17	F: 6	G: -11	H: -6	I: 2	J: -2

Cc1cccc(NC(=O)c2cc3n(n2)C(C(F)(F)F)CC(C2CC2)N3)c1C (stereo not given)
  A: -3	B: 6	C: 2	D: 3	E: 6	F: -3	G: -1	H: -5	I: -2	J: -1

COC(=O)c1c(NC(=O)Cc2cccs2)sc(C(=O)N2CCCCC2)c1C
  A: 2	B: -14	C: -3	D: -3	E: 5	F: 4	G: 6	H: 8	I: -5	J: 10

COc1cccc(N2CC(=O)N(NC(=O)CSc3nc(C)cc(C)c3C#N)CC2=O)c1
  A: -2	B: 0	C: -2	D: 8	E: -10	F: -3	G: 1	H: 3	I: -2	J: 0

CN(C1CCS(=O)(=O)C1)S(=O)(=O)c1ccccc1 (stereo not given)
  A: -4	B: 2	C: 0	D: 3	E: 7	F: 2	G: -1	H: 1	I: 1	J: 4

CC(C)C[C@@H](CN)NC(=O)c1nc[nH]c1C(=O)N[C@@H](C)C(=O)CNC[C@H](C)NC(=O)c1nc[nH]c1C(=O)N[C@@H](C)C(=O)O
  A: 1	B: 4	C: -2	D: 2	E: 5	F: 6	G: 7	H: 1	I: 1	J: 1

CCOC(=O)C(C)N1N=C(/C=C/c2ccc(C)cc2)CCC1=O (stereo not given)
  A: 1	B: -6	C: 3	D: 7	E: 5	F: -1	G: 0	H: 2	I: -9	J: 3

O=C(/C=C/c1cccc([N+](=O)[O-])c1)OCC(=O)N1CCOCC1
  A: -4	B: 3	C: 5	D: 6	E: 3	F: -2	G: -3	H: 1	I: 1	J: -4

CCOC(=O)/C(C#N)=N/Nc1ccccc1OC
  A: 2	B: -3	C: 5	D: 1	E: 5	F: -3	G: -1	H: -2	I: 2	J: 0

COc1ccc2c(c1)CCc1c(C(=O)Nc3c(C)n(C)n(-c4ccccc4)c3=O)noc1-2
  A: -4	B: 11	C: 2	D: 6	E: 14	F: 1	G: -3	H: -3	I: 3	J: -2

COc1ccc(NC(=O)N2CCCC(C(=O)NCCc3ccccc3)C2)cc1 (stereo not given)
  A: 0	B: 0	C: -1	D: -9	E: -5	F: -3	G: -10	H: 0	I: 0	J: -7

COc1ccc(N2CCN(C(=O)Cc3ccc(C)cc3)CC2)cc1
  A: 5	B: 7	C: 0	D: 4	E: 2	F: 0	G: 4	H: -2	I: -6	J: 1

COC(=O)C1CN(Cc2ccc(OC)cc2)CCS(=O)(=O)N1Cc1ccccc1 (stereo not given)
  A: -3	B: x	C: 0	D: x	E: -1	F: 0	G: 6	H: -2	I: 4	J: -5

Cc1ccc(S(=O)(=O)Nc2ccc(C(=O)N3CCCC3)cc2)c(C)c1NS(C)(=O)=O
  A: -8	B: -1	C: 2	D: 0	E: 7	F: -1	G: -1	H: 0	I: 1	J: -3

COc1cc(CN2CCN(S(=O)(=O)c3ccccc3)CC2)cc(OC)c1OC
  A: -2	B: -5	C: 4	D: 4	E: 4	F: -3	G: 4	H: 2	I: -8	J: -3

CCSc1nc2c(c(=O)[nH]c(=O)n2C)n1C
  A: 6	B: -2	C: -2	D: 4	E: 4	F: 0	G: -5	H: 0	I: 2	J: 8

Cc1onc(-c2ccccc2)c1C(=O)NCc1cccs1
  A: 5	B: 3	C: -2	D: -4	E: 7	F: 2	G: 7	H: 0	I: 5	J: 1

CC(C)(C)C(=O)N1CCN(c2ccc([N+](=O)[O-])c(NCc3cccnc3)c2)CC1
  A: 8	B: 0	C: 4	D: 5	E: -7	F: -5	G: -6	H: -5	I: -8	J: 0

COCCNc1nc(N)c([N+](=O)[O-])c(N2CCCCCC2)n1
  A: 4	B: 0	C: 3	D: -2	E: 1	F: 0	G: 3	H: 2	I: -2	J: 5

CCc1cc2c(=O)c(-c3cscn3)coc2c(CN(C)C)c1O
  A: 5	B: 0	C: 0	D: 1	E: -7	F: -2	G: 21	H: -1	I: 19	J: -3

Cc1ccc(NC(=O)Cn2nc(C(F)(F)F)c3c2CCC3)cc1
  A: -8	B: -10	C: -3	D: -5	E: 6	F: 1	G: -1	H: 3	I: -2	J: 3

CC(C)N(CCNC(=O)c1ccc(CS(=O)(=O)c2c(Cl)cccc2Cl)o1)Cc1ccccc1
  A: -3	B: -9	C: 0	D: 8	E: 0	F: 1	G: -5	H: -4	I: -6	J: -3

CCC1CCCCN1CCCNC(=O)CSc1nc2nc(C)c(Cc3ccc(C)cc3)c(C)n2n1 (stereo not given)
  A: 1	B: 8	C: -6	D: -4	E: 6	F: 1	G: 3	H: 3	I: 1	J: 1

CC[C@H](NC(=O)CC[C@H]1O[C@@H](n2cnc3c(NC(=O)c4ccccc4)ncnc32)[C@H](O)[C@@H]1O)c1ccccc1
  A: 6	B: x	C: -3	D: 2	E: 2	F: -5	G: 3	H: 1	I: 1	J: -1

COc1cccc(Nc2nc3ccc(C(=O)c4ccccc4)cc3n3cnnc23)c1
  A: -4	B: 1	C: 2	D: -2	E: -1	F: 1	G: 1	H: -4	I: 2	J: -3

CCCCN1CCS(=O)(=O)N(Cc2cn(Cc3ccc(C)cc3)nn2)C(C(=O)OC)C1 (stereo not given)
  A: 0	B: x	C: 8	D: x	E: -3	F: -5	G: 0	H: -6	I: -1	J: -6

CCCCNC(=O)C1(C)CCN1C(=O)c1ccc(OC)c(F)c1 (stereo not given)
  A: -11	B: x	C: 3	D: 4	E: 12	F: 0	G: -4	H: -1	I: 1	J: 8

O=[N+]([O-])c1ccc(NCCCNS(=O)(=O)c2ccccc2)cc1
  A: 4	B: -5	C: 2	D: 5	E: -5	F: 1	G: -3	H: -7	I: 2	J: 0

O=C(CCNC(=O)c1ccc(Cl)cc1)Nc1cccc(S(=O)(=O)N2CCCCCC2)c1
  A: -11	B: -28	C: -2	D: -4	E: 0	F: -1	G: -6	H: 1	I: -3	J: -10

COc1ccc(COC(=O)N/C=C/c2ccco2)cc1
  A: -6	B: 9	C: 0	D: -3	E: 1	F: 14	G: 10	H: -2	I: 7	J: 2

CCc1cc(C(=O)OCC(=O)N2CCC(c3ccccc3)=N2)sc1C
  A: -13	B: -36	C: 0	D: -2	E: -2	F: -1	G: -2	H: -3	I: -1	J: 0

O=C(c1ccc(F)cc1)N(NC(=O)C(O)(c1ccccc1)c1ccccc1)c1ccccc1
  A: -7	B: 0	C: -3	D: -4	E: -3	F: 4	G: 1	H: -1	I: 6	J: -3

COc1ccccc1CNC(=O)CN(C)CC(=O)Nc1ccc(F)c(F)c1F
  A: -3	B: 3	C: 3	D: 1	E: -4	F: -4	G: 4	H: 3	I: -3	J: 0

CCOc1ccc(S(=O)(=O)N(C)c2ccc(OCC(=O)Nc3ccc4[nH]c(=O)[nH]c4c3)cc2)cc1
  A: 4	B: -6	C: 4	D: 8	E: -5	F: 2	G: -6	H: 4	I: 11	J: -2

By substructure: those above with a COOH group (three)
Short keys – A = SIAE primary; B = HTRA1 inh; C = LEDGF integ inh; D = TCR CD3 inh; E = TDP2 inh; F = PRMT1 FP inh; G = ABHD4 inh; H = MBD2 inh; I = rCAG RNA binder; J = GC-B act
O=C(O)C(CC1CCCCC1)N1CCS(=O)(=O)CC1 (stereo not given)
  A: 2	B: -2	C: -2	D: -4	E: 3	F: 2	G: 0	H: -1	I: 1	J: 1

O=C(O)[C@@H]1CCCN1S(=O)(=O)c1cccc(S(=O)(=O)N2CCC[C@H]2C(=O)O)c1
  A: 8	B: -2	C: 2	D: -6	E: 4	F: 0	G: 7	H: 0	I: 8	J: 4

CC(C)C[C@@H](CN)NC(=O)c1nc[nH]c1C(=O)N[C@@H](C)C(=O)CNC[C@H](C)NC(=O)c1nc[nH]c1C(=O)N[C@@H](C)C(=O)O
  A: 1	B: 4	C: -2	D: 2	E: 5	F: 6	G: 7	H: 1	I: 1	J: 1

High-throughput results as filed in PubChem BioAssay.
